From PubChem BioAssay
IL1B secr inh – inflammasome signaling inhibition, IL-1 beta readout. activity change, % at 57.5 µM. actives 4.7% (n = 360,000). AID 743279. THP-1 LPS/ATP IL-1B secretion, AlphaLISA, 16 h; hits give low values; in the data active = activity change below about -50%; inconclusive = mostly about -30% to -49%; also: % is scaled to controls: 0 for no effect and ±100 for the full control effect
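Secreted IL-1B measured by AlphaLISA bead assay after 16 h compound exposure of THP-1 cells; compounds (final up to 57.5 uM) added 1 h before LPS (250 ng/mL) and ATP (1.25 mM) stimulation; lower signal means less secretion.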
HT1080 IDH1KD tx – kills HT-1080 cells with IDH1 knockdown. HT-1080 IDH1 knockdown viability, ATP luminescence, 48 h. Potency, µM (series often up to 46.1 µM), inactives show top-dose activity, negative = toxicity, hits mostly cytotoxic. actives 2% (n = 360,000). AID 686971;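 also: potency is read from the fitted curve at half-maximal effect; 0% = DMSO wells and -100% = cell-free medium wells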
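% activity derives from luminescence (CellTiter-Glo), normalised to DMSO and no-cell wells. HT-1080-IDH1KD cells, 750/well, had 48 h compound exposure at 37 °C.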
HT1080-NT tox – kills 2HG-producing HT-1080-NT fibrosarcoma cells; actives 1.6% (n = 360,000); AID 686970; HT-1080-NT fibrosarcoma viability, CellTiter-Glo ATP luminescence, 48 h; Potency, µM (top dose mostly 46.1 µM), for inactives: at the top dose activity, negative = less viability, hits mostly cytotoxic;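 also: NT is the 2HG producing partner of a matched IDH1 knockdown line; potency is read from the fitted curve at half-maximal effect; 0% = DMSO-treated cells and -100% = media-only wells without cells; nearly all actives have a fitted effect of over 55% in size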
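Luminescent CellTiter-Glo readout after 48 hours of compound exposure at 37 degrees C defined viability of HT-1080-NT cells. Activity was normalized to DMSO wells and cell-free media wells; concentration-response curves were fitted and assigned curve classes.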
HepG2 tox – HepG2 cytotoxicity, counter-screen for TGF-b inhibitors. actives 0.76% (n = 410,000). Potency, µM (highest dose often 46.1 µM), inactives show top-dose activity change, negative = cytotoxicity, most hits filed as cytotoxic. HepG2 CAGA-GFP viability, ATP luminescence, 18 h; also: potency is read from the fitted curve at half-maximal effect; some results filed as inactive show a strong effect at the top dose
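CellTiter-Glo luminescence gave cytotoxicity after 18 hours at 37 degrees C. The cells were HepG2 CAGA-GFP in 1% FBS DMEM, stimulated with 500 pg/mL TGF-beta after compound addition. %Activity was normalised to no-cell wells (complete cell-killing) and DMSO (no toxicity), and curves were fitted and classified.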
SW480 rereplic – inducers of DNA re-replication in SW480 colon cancer cells; SW480 DNA re-replication, Hoechst DNA content imaging, 48 h; Potency, µM (top dose mostly 46.1 µM), inactives show top-dose re-replication activation, hits mostly activators; actives 1.8% (n = 340,000); AID 624297; also: potency is read from the fitted curve at half-maximal effect; % of control where 0% means no effect; nearly all actives have a fitted effect of over 55% in size
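Compounds, transferred as 23 nL by pin tool, were incubated with cells for 48 hr; DNA content per nucleus was then quantified by Hoechst staining and fluorescence plate imaging.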
KB-3-1 tox – KB-3-1 parental cell cytotoxicity | KB-3-1 viability, CellTiter-Glo ATP luminescence, 72 h | Potency, µM (series often up to 46.1 µM), for inactives: at the highest dose activity change, negative = cytotoxic, actives largely listed as cytotoxic | actives 1.4% (n = 400,000) | AID 1347075; also: potency is read from the fitted curve at half-maximal effect; % is scaled to controls: 0 for no effect and ±100 for the full control effect; nearly all actives have a fitted effect of over 60% in size
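Parental KB-3-1 viability, qHTS format: 72 h compound exposure, 37 °C; CellTiter-Glo; media-only wells and DMSO plates as controls; concentration-effect fits on corrected data.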
MCF10A rerep – inducers of DNA re-replication in MCF 10A breast cells. MCF 10A DNA re-replication, Hoechst nuclear intensity, 48 h. Potency, µM (top dose mostly 46.1 µM), for the others: at the highest dose activity, positive = re-replication, usual class: activators. actives 2.9% (n = 350,000); also: potency is read from the fitted curve at half-maximal effect; % of control where 0% means no effect; nearly all actives have a fitted effect of over 50% in size
ATXN2 expr inh – inhibitors of ATXN2 expression. HEK-293 ATXN2-luciferase reporter, luminescence, 24 h. Potency, µM (titrated, usually from 57 µM), inactives show top-dose activity change, negative = inhibition, actives largely listed as inhibitors. actives 0.72% (n = 360,000). AID 1745845; also: potency is read from the fitted curve at half-maximal effect; % is scaled to controls: 0 for no effect and ±100 for the full control effect; nearly all actives have a fitted effect of over 55% in size
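qHTS (up to 57 uM final) was run with 24 h compound exposure of reporter cells at 37 °C. Each well was multiplexed: SteadyGlo luminescence measured ATXN2-luciferase expression after a fluorogenic Gly-Phe-AFC viability readout (25 uM final).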
S2 tox – reduces viability in counter-screen for ATXN expression inhibitors | S2 cells (HEK-293 line with an ATXN2-luciferase reporter) viability, CellTiter-Fluor protease fluorescence, 24 h | Potency, µM (series often up to 56.7 µM), usual class: cytotoxic | actives 0.49% (n = 400,000) | AID 651635; also: potency is read from the fitted curve at half-maximal effect; nearly all actives have a fitted effect of over 40% in size
Starred values were filed as active, the others as inactive; i = inactive; ? = inconclusive; · = no result given; [ ] = another dose, or the depositor's remark. Unless noted, calls follow the shape of the dose curve; as a rule, active = well fitted curve in the direction sought with a large enough effect; inconclusive = small, poorly fitted or top-dose-only effect, or another doubt; inactive = no such curve, though single readings can be large; an effect the other way counts as inactive or inconclusive.

Short forms: A = IL1B secr inh; B = HT1080 IDH1KD tx; C = HT1080-NT tox; D = HepG2 tox; E = SW480 rereplic; F = KB-3-1 tox; G = MCF10A rerep; H = ATXN2 expr inh; I = S2 tox
compound: C[C@H]1CN([C@@H](C)CO)S(=O)(=O)c2ccc(Br)cc2O[C@@H]1CN(C)C(=O)Cc1ccccc1
  A = -13	B = -3%	C = 7%	D = 4%	E = ·	F = -4%	G = ·	H = -18%	I = i

compound: O=C(OC1Cn2c(=O)ccc(=O)n2C1)c1ccccc1
  A = -13	B = 12%	C = 13%	D = 3%	E = -6%	F = -1%	G = 17%	H = 0%	I = i

compound: O=C(Nc1ccc(Oc2cccnc2)cc1)C1CCN(Cc2cc(Cl)ccc2O)CC1
  A = -4	B = ?	C = ?	D = -54%	E = -4%	F = 16µM*	G = ?	H = ·	I = ?

compound: COC(=O)c1sccc1NC(=O)Nc1cccc(C)c1
  A = -4	B = 10%	C = 10%	D = -5%	E = -28%	F = 3%	G = -10%	H = ·	I = ?

compound: O=C(COc1ccc(F)cc1)Nc1nc2c(s1)CCCC2
  A = -19	B = 2%	C = 7%	D = -9%	E = -6%	F = -6%	G = 10%	H = 39%[activator]	I = i

compound: N/C(=N\OC(=O)c1ccc2c(c1)OCO2)c1ccncc1
  A = -54*	B = 2%	C = 8%	D = -19%	E = -15%	F = 7%	G = -3%	H = 23%	I = i

compound: CCCCn1nnnc1C(c1ccccc1)N1CCN(CC)CC1 (configuration not stated)
  A = 34	B = 10%	C = 12%	D = ·	E = ·	F = 17%	G = ·	H = -8%	I = i

compound: FC(F)(F)c1nc2ccccc2nc1N/N=C/c1c(Cl)cccc1Cl
  A = -4	B = -19%	C = -13%	D = -2%	E = 2%	F = 5%	G = 2%	H = -5%	I = ?

compound: COc1cc(OC)cc(C(=O)NNC(=O)CCCOc2ccccc2)c1
  A = 10	B = 7%	C = 0%	D = -1%	E = -7%	F = ·	G = ?	H = 6%	I = ?

compound: COc1ccc(-c2ccc(C#N)c(SCC(=O)OCc3ccccc3)n2)cc1OC
  A = -17	B = -4%	C = 3%	D = -23%	E = ?	F = 3%	G = 9.2µM*	H = -2%	I = i

compound: COc1ccc(NC(=O)Cn2cnc3c(cnn3-c3ccc(C)c(C)c3)c2=O)c(OC)c1
  A = 1	B = 8%	C = 7%	D = -5%	E = 0%	F = -2%	G = ?	H = -27%	I = i

compound: COc1ccccc1C(=O)NCCC(=O)NCC(c1ccco1)N1CCCCC1 (configuration not stated)
  A = -2	B = 0%	C = 3%	D = -16%	E = -5%	F = 6%	G = -4%	H = 1%	I = i

compound: Cc1ccc2nc3c(c(C(=O)OC4CCOC4=O)c2c1)CCCC3 (configuration not stated)
  A = 17	B = 26%	C = 12%	D = -22%	E = -5%	F = 13%	G = -1%	H = -19%	I = i

compound: CCOC(=O)CNS(=O)(=O)CCN1C(=O)c2ccccc2C1=O
  A = -7	B = 6%	C = 1%	D = 3%	E = 4%	F = -8%	G = 14%	H = -10%	I = ?

compound: Cc1cc(C)n2nc(SCC(=O)N(CC(C)C)c3c(N)n(CC(C)C)c(=O)[nH]c3=O)nc2n1
  A = 1	B = 7%	C = 4%	D = -2%	E = -5%	F = 26%	G = -1%	H = -11%	I = i

compound: COc1ccc(NC(=S)NC(=O)/C=C/c2ccco2)cc1
  A = -2	B = -21%	C = -19%	D = -27%	E = 13%	F = 14%	G = ?	H = 23%	I = ?

compound: CCCn1c(=O)c(C(=O)Nc2ccccc2N)c(O)c2ccccc21
  A = 22	B = 3%	C = 6%	D = -15%	E = ·	F = 0%	G = ·	H = ·	I = i

compound: COCCCNC(=S)N1CCCN(c2nc3c(C)c(C)ccc3cc2C#N)CC1
  A = 3	B = 8%	C = 7%	D = -15%	E = 6%	F = 17%	G = -4%	H = -7%	I = i

compound: Cc1ccnc2ccc(SC(F)(F)F)cc12
  A = 20	B = 20%	C = 10%	D = -3%	E = -16%	F = -2%	G = -3%	H = 3%	I = i

compound: O=C(NN1CCOCC1)c1cc(Cl)ccc1Cl
  A = 0	B = 5%	C = 29%	D = 15%	E = -2%	F = 13%	G = 7%	H = 5%	I = i

compound: CC(=O)Nc1cccc(C(=O)NN2C(=O)NC3(CCC(C)CC3)C2=O)c1 (configuration not stated)
  A = 20	B = 5%	C = -8%	D = 0%	E = ·	F = -16%	G = ·	H = ·	I = i

compound: N/C(=N\OC(=O)c1ccc2ccccc2c1)c1ccccn1
  A = -25	B = ?	C = ?	D = -41%	E = ?	F = -4%	G = 2%	H = 11µM*	I = i

compound: CCOc1cc(C(=O)NC(C)C2CCCO2)cc(OCC)c1OCC (configuration not stated)
  A = 13	B = 7%	C = 8%	D = -25%	E = -2%	F = -1%	G = 4%	H = -17%	I = i

compound: C[C@@H]1CCC[C@@]2(O[C@@H](CCO)C[C@H](O)[C@H]2O)O1
  A = 13	B = 11%	C = 22%	D = -4%	E = -9%	F = ?	G = 22%	H = -4%	I = i

compound: CCOc1cccc(CNc2ccc(O)cc2)c1OCc1ccc(Cl)cc1Cl
  A = ?	B = 21µM*	C = ?	D = -38%	E = ?	F = -14%	G = ?	H = ?	I = ?

compound: Cc1ccc(S(=O)(=O)N2CCN(C(=O)c3ccc(OCc4c(C)noc4C)cc3)CC2)cc1
  A = 0	B = -9%	C = -7%	D = -21%	E = -2%[9.22 µM]	F = -8%	G = -31%[inhibitor]	H = -8%	I = i

compound: COc1ccc(-n2nc(C(=O)N3CCCCC3)c3ccccc3c2=O)cc1
  A = -10	B = 12%	C = 3%	D = 4%	E = -5%	F = 5%	G = 3%	H = -4%	I = i

compound: CCc1cccc(C)c1NC(=O)CSc1nnc(CCCOc2ccc(Cl)cc2Cl)n1C
  A = 6	B = ?	C = -22%	D = -47%	E = -15%	F = 18µM*	G = 25%	H = ?	I = ?

compound: CC1Cc2cc(/C(O)=C3/C(=O)C(=O)N(CCN4CCOCC4)C3c3cccc(O)c3)ccc2O1 (configuration not stated)
  A = -13	B = -1%	C = -1%	D = -1%	E = -3%	F = -2%	G = 0%	H = 2%	I = i

compound: COc1ccc(CCNC(=O)CN(C)S(=O)(=O)c2cccs2)cc1
  A = -10	B = 28%	C = 5%	D = 9%	E = -3%	F = 8%	G = -6%	H = 28%	I = i

compound: COc1ccc(NC(=O)C2=C(C)Nc3nc(CCCO)nn3C2c2ccc(O)cc2)cc1 (configuration not stated)
  A = ·	B = ·	C = ·	D = -12%	E = ·	F = 17%	G = ·	H = -6%	I = i

compound: CCn1nc2cc(C(=O)NCCc3cccs3)ccc2c1OC
  A = 6	B = 13%	C = 7%	D = -11%	E = -14%	F = 2%	G = 3%	H = 37%[activator]	I = i

compound: O=C(NCc1ccccc1)C(c1ccc(F)cc1)N(Cc1cccs1)C(=O)c1cnccn1 (configuration not stated)
  A = 4	B = 2%	C = -15%	D = -1%	E = 3%	F = 9%	G = 3%	H = 2%	I = i

compound: CCCCc1c(O)nc(SCC(=O)c2ccccc2)n(-c2ccccc2C)c1=O
  A = 27	B = 13%	C = 4%	D = -1%	E = -17%	F = 12%	G = -3%	H = 2%	I = i

compound: CSC1=NCCN1S(=O)(=O)c1ccc(F)cc1
  A = -6	B = 10%	C = 6%	D = -7%	E = -12%	F = 4%	G = -1%	H = ·	I = ·

compound: CC(=O)Nc1ccc(Cl)cc1C(=O)c1ccc[nH]1
  A = 11	B = -18%	C = -12%	D = 0%	E = ·	F = 0%	G = ·	H = ·	I = i

compound: CC(C)(C)NCCOCCOc1ccccc1-c1ccccc1
  A = 5	B = -2%	C = 0%	D = -5%	E = -5%	F = -7%	G = 2%	H = -12%	I = i

compound: O=C(NCC1CCCCC1)C12CN(Cc3ccccc3)CC1C(c1cccc([N+](=O)[O-])c1)=NO2 (configuration not stated)
  A = -11	B = 0%	C = 0%	D = -16%	E = 5%	F = 0%	G = 1%	H = 0%	I = i

compound: CN(CCOc1ccccc1)C(=O)c1ccc2c(c1)OCO2
  A = 16	B = -3%	C = 4%	D = -1%	E = -1%	F = 0%	G = -5%	H = 56%[activator]	I = i

compound: Cn1c(CN2CCOCC2)nc2cc(NC(=O)c3ccc(Cl)cc3)ccc21
  A = -27	B = -26%	C = -20%	D = -35%	E = 1%	F = -21%	G = ?	H = -11%	I = i

compound: Cc1nnc(SCC(=O)NC2CCCC2)n1CCc1ccccc1
  A = 19	B = 12%	C = 23%	D = -6%	E = -1%	F = 3%	G = -2%	H = -18%	I = i

compound: CC(C)C[C@H](NC(=O)OC(C)(C)C)C(=O)NCC1CCC(C(=O)N[C@@H](Cc2ccccc2)C(=O)O)CC1 (some centres not stated)
  A = -5	B = -3%	C = -5%	D = 3%	E = 0%	F = 4%	G = 0%	H = ·	I = i

compound: COc1ccc(C(=O)Nc2nccs2)cc1OC
  A = 7	B = -26%	C = -2%	D = -21%	E = 1%[9.22 µM]	F = -12%	G = 11%	H = 26%	I = i
